# Bioassay records from PubChem.
# ASK1 primary – human ASK1 kinase inhibition, primary screen; Q99683; AlphaScreen MKK6 phosphorylation by ASK1, luminescence; inhibition, % at 7.44 µM; 0.99% of 22,000 active; AID 1159602; in the data active = inhibition above about 35%;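 note: 0% = median of compound wells and 100% = no enzyme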
# ULK1 inh – human ULK1 kinase inhibition, primary screen; inhibition, % at 5.96 µM; AlphaScreen Atg13 phosphorylation by ULK1, luminescence; O75385; AID 1259251; 1.9% of 30,000 active; in the data active = inhibition above about 43%;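 note: 0% = median of compound wells and 100% = no enzyme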
# Target sequence (O75385 whole entry, looked up): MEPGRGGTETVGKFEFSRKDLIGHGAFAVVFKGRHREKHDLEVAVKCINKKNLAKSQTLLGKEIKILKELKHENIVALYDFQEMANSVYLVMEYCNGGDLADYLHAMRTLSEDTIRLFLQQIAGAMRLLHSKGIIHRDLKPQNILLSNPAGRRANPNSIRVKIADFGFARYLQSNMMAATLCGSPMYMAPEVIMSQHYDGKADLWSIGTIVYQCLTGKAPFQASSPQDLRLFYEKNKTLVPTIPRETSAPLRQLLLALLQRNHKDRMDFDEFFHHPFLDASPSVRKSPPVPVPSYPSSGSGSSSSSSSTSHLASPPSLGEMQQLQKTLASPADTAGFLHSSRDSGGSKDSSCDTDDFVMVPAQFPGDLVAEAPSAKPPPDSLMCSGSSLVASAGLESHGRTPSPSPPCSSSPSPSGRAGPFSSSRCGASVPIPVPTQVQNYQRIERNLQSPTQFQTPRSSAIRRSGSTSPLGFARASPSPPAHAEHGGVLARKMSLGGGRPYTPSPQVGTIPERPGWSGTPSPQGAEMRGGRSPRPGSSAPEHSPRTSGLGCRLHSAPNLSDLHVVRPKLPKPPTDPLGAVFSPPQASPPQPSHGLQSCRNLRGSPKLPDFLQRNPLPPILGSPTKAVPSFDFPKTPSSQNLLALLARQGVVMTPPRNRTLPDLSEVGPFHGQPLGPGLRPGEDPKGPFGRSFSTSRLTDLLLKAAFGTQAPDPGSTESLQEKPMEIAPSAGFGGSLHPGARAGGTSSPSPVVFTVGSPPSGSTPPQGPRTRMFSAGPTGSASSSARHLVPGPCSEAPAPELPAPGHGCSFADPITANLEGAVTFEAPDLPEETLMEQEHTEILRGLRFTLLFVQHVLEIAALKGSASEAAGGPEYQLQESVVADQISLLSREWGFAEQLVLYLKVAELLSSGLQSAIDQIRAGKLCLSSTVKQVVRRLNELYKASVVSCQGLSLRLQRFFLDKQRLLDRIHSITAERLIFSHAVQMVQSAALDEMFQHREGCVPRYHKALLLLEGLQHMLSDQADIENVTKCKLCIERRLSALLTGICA
# * hit, by the source's call; . = not tested or not shown; & = joins results of further samples.
ASK1 primary	ULK1 inh	canonical_smiles
19	-26	COC(C(=O)Nc1cnn(-c2cccc(C(=O)Nc3ccc(N4CCOCC4)cc3)c2)c1)c1ccccc1 (stereo unspecified)
4	15	CC(C)n1cnc2c(NCCO)nc(N3CCC(N4CCOCC4)CC3)nc21
2	3	CC(C)N(CCNc1nc(NCCCN2CCCC2=O)nc2c1ncn2C1CCCCC1)C(C)C
11	23	CN(C)c1cccc(Nc2ccc(-n3cc(CC(=O)NC4CC4)c4ccccc43)nn2)c1
-5	4	CN(C)c1cccc(Nc2ccc(N3CCC(C(=O)Nc4ccccc4)CC3)nn2)c1
-4	3	O=C(Nc1ccc(Br)cc1)N[C@@H]1CCN(C(=O)c2ccc3[nH]ncc3c2)C1
.	-3	COC(=O)CSc1n[nH]c(CNc2cccc(C)c2)n1
5	-7	CC(=O)c1cccc(-c2nc(NCCCN3CCCC3=O)c3ncn(CCN4CCCC4=O)c3n2)c1
1	0	CN(C)C(=O)c1ccc2c(c1)CC(C(=O)Nc1ccc(-c3cn[nH]c3)cc1)CO2 (stereo unspecified)
.	0	CCCCCCCCCCCCCCCC(=O)OCC(COC(=O)CCCCCCCCCCCCCCC)OC(=O)CCCCCCCCCCCCCCC
0	-6	O=C(NCc1ccccc1)c1cnc(Br)s1
-2	4	COc1ccc(CCNc2nc(-c3ccc(N4CCOCC4)nc3)nc3c2ncn3CCN2CCCC2=O)cc1
-16	75*	CS(=O)(=O)Nc1ccc(-c2ccnc(Nc3ccc(N4CCC(O)CC4)cc3)n2)cc1
-13	5	Cc1noc(C)c1-c1nc(NCCOc2ccccc2)c2[nH]cnc2n1
18	6	CC(C)N(CCNc1nc(Nc2ccc(N3CCOCC3)cc2)nc2c1ncn2Cc1ccc(C(F)(F)F)cc1)C(C)C
-10	-33	O=C(NC1CC1)c1ccc(-c2csc3ccccc23)s1
1	-1	Cc1noc(C)c1-c1nc(NCCOc2ccccc2)c2ncn(C3CCCCC3)c2n1
1	72*	Cc1ncn(-c2ccc(Nc3ncc(C)c(Nc4ccccc4C(N)=O)n3)cc2)n1
1	28	CC(=O)Nc1ccc(NC(=O)c2cccc(Nc3ccc4ncccc4c3)n2)cc1
25	13	CN(C)c1cccc(Nc2nc(Nc3ccc4c(c3)OCO4)c3ncn(-c4ccsc4)c3n2)c1
.	-3	CCCCn1c2c(=O)n(C)c(=O)n(C)c2n2c(-c3ccc(Cl)cc3)nnc12
0	0	CC(C)n1c(-c2csc3ccccc23)nc2c(NCc3ccccc3)ncnc21
15	-41	COc1cc(NC(=O)c2cccc(-n3cc(Nc4nc5ccccc5[nH]4)cn3)c2)cc(OC)c1OC
-5	2	CCCNC(=O)c1cnc(Nc2ccccc2)s1
-11	2	c1ccc2c(c1)CCN(c1nc(NCCN3CCOCC3)c3[nH]cnc3n1)C2
-1	-5	COc1ccc(CCNC(=O)c2cc(N3CCN(c4ccccn4)CC3)nc3ccccc23)cc1
4	8	O=C(NCCCN1CCCC1=O)c1cccc(N2CCCC2CO)n1 (stereo unspecified)
4	1	O=C(NC1CC1)c1ccc2nc(N3CCCC3CO)sc2c1 (stereo unspecified)
.	1	NC(=O)OCC(COC(N)=O)c1ccccc1
.	11	CC(C)=C(NC(=O)c1ccccc1)C(=O)N/N=C/c1cc2c(cc1[N+](=O)[O-])OCO2
-15	2	O=C(Cc1cn(-c2ccc(NCc3cccnc3)nn2)c2ccccc12)NCCc1ccc(O)cc1
.	-2	CCN1CCc2nc(NC(=O)c3cccc(Br)c3)sc2C1
.	9	CCOc1ccc(N2CCn3c(SCc4ccc(C(=O)OC)o4)nnc32)cc1
14	21	c1nc2nc(Nc3ccc(N4CCOCC4)cc3)nc(Nc3ccc4c(c3)OCO4)c2[nH]1
-10	8	CCCNc1cc(N2CCN(c3ccccn3)CC2)ncn1
20	9	Cn1nccc1Nc1cc(C(=O)Nc2ccc(N3CCOCC3)cc2)ccn1
-9	1	Nc1nccc(-c2cnc3nc(C4COc5ccc(C(=O)NCCN6CCOCC6)cc5C4)[nH]c3c2)n1 (stereo unspecified)
.	11	CCC(=O)NNc1ccc(C#N)cc1[N+](=O)[O-]
.	-13	CCOC/C(C#N)=C\c1ccc2c(c1)OCO2
-2	-2	COc1ccc(CCNC(=O)c2cccc(-c3ccc(N4CCOCC4)nc3)n2)cc1

# In another format: results already given
compound	ASK1 primary	ULK1 inh
Cn1nccc1Nc1cc(C(=O)Nc2ccc(N3CCOCC3)cc2)ccn1	20	9
NC(=O)OCC(COC(N)=O)c1ccccc1	.	1
O=C(NCCCN1CCCC1=O)c1cccc(N2CCCC2CO)n1 (stereo unspecified)	4	8
O=C(Cc1cn(-c2ccc(NCc3cccnc3)nn2)c2ccccc12)NCCc1ccc(O)cc1	-15	2
Nc1nccc(-c2cnc3nc(C4COc5ccc(C(=O)NCCN6CCOCC6)cc5C4)[nH]c3c2)n1 (stereo unspecified)	-9	1

# (continued)
ASK1 primary	ULK1 inh	canonical_smiles
.	-7	C[C@]12CC[C@@H]3c4ccc(O)cc4CC[C@H]3[C@@H]1CCC2=O
1	7	CN(C)C(=O)[C@H](O)CNC(=O)c1ccc(Nc2ccc3[nH]ncc3c2)nc1
10	6	COc1ccc(CCNC(=O)c2nc3ccc(-c4cn[nH]c4)cc3c(=O)[nH]2)cc1
-5&24	8&11	c1ccc(CN2CCC(Nc3cc(Nc4ccc(N5CCOCC5)cc4)ncn3)CC2)cc1
.	1	CC(=O)Oc1cc(C(C)C)c(OCCN(C)C)cc1C
6	-7	CC(=O)Nc1ccc(NC(=O)c2csc(-c3ccccc3)n2)cc1
-3	-6	CC(C)n1c(Nc2ccc(-n3ccnc3)cc2)nc2c(NCc3ccccc3)ncnc21
-14	19	Cc1ncn(-c2ccc(Nc3nccc(N4CCc5[nH]ncc5C4)n3)cc2)n1
-4	6	c1ccc(CNc2cc(Nc3ccc(-n4ccnc4)cc3)ncn2)cc1
-3	-2	CN(C)CCN(C)c1cc(-c2cn[nH]c2)ccc1NC(=O)OCc1ccccc1
5	7	CC(C)n1cnc2c(NCCN3CCOCC3)nc(Nc3cnccn3)nc21
-6	35	Cc1cnc(Nc2ccccc2)nc1NCCCN1CCCC1=O
2	-8	COc1ccc(CCNC(=O)c2ccc3nc(Nc4cc(OC)c(OC)c(OC)c4)sc3c2)cc1
.	10	O=C1C(=O)N(c2nccs2)C(c2cccs2)/C1=C(\O)c1ccc(F)cc1 (stereo unspecified)
.	-7	CCCc1nc(C)c2c(=O)[nH]c(-c3cc(S(=O)(=O)N4CCN(CC)CC4)ccc3OCC)nn12
5	20	CC(C)[C@H](O)C(=O)N1CCC[C@H]1C(=O)Nc1ccc2[nH]ncc2c1
29	15	FC(F)(F)c1ccc(Cn2cnc3c(NCc4cccc(C(F)(F)F)c4)nc(N4CCN(Cc5ccc6c(c5)OCO6)CC4)nc32)cc1
-10	-2	O=C(c1ccc2[nH]ncc2c1)N1CCC(Oc2ccc(Cl)cc2)CC1
.	43*	C=C(NC(=O)C(=C)NC(=O)c1csc(C2=NC3c4csc(n4)C4NC(=O)c5csc(n5)C(C(C)(O)C(C)O)NC(=O)C5CSC(=N5)C(=CC)NC(=O)C(C(C)O)NC(=O)c5csc(n5)C3(CC2)NC(=O)C(C)NC(=O)C(=C)NC(=O)C(C)NC(=O)C(C(C)CC)NC2C=Cc3c(C(C)O)cc(nc3C2O)C(=O)OC4C)n1)C(N)=O (stereo unspecified)
.	0	COc1cc(OC)nc(Oc2ccccc2C(=O)N[C@H](C(N)=O)C(C)C)n1
15	-7	COc1cc(Nc2nc(C)cc(Nc3ccc4c(c3)OCO4)n2)cc(OC)c1OC
-21	7	NC(C(=O)N1CCC(Nc2ccc3[nH]ncc3c2)CC1)c1ccc(Cl)cc1 (stereo unspecified)
.	79*	N[C@@H](Cc1cc(I)c(Oc2cc(I)c(O)c(I)c2)c(I)c1)C(=O)O
-3	-2	Nc1nccc(-c2ccc3nc(C4COc5c(F)cccc5C4)[nH]c3c2)n1 (stereo unspecified)
2	-2	O=C(NCCOc1ccccc1)c1cnc(NCc2ccc3c(c2)OCO3)s1
7	7	Nc1nc(NCCCN2CCCC2=O)cc(Nc2ccc(N3CCOCC3)cc2)n1
-18	-2	Cc1cccc(NC(=O)c2cnc(Br)s2)c1N1CCC2(CC1)OCCO2
.	-2	O=C1C(=O)N(C(=O)Nc2ccc(Cl)cc2)c2ccccc21
.	4	CCCC1(C(=O)OCC)OC1c1ccccc1 (stereo unspecified)
.	2	O=C1CN(/N=C/c2ccc([N+](=O)[O-])o2)C(=O)N1
.	2	CN1CCCC1Cc1c[nH]c2ccc(CCS(=O)(=O)c3ccccc3)cc12 (stereo unspecified)
-4	-15	Cc1cnc(-c2cccc(N)c2)nc1NCCO
18	36	Cc1ncn(-c2ccc(Nc3ncc4cccc(-c5ccnc(N6CCN(C)CC6)c5)c4n3)cc2)n1
5	-14	Oc1ccc(CCNc2nc(Cl)nc3c2ncn3C2CCCCC2)cc1
-1	-1	Cc1nc(C)n(-c2ccc(Nc3nc(-c4cnn(C)c4)cc(N(C)C)n3)cc2)n1
-3	0	COc1cccc(C(=O)Nc2nc3ccc(-c4cn[nH]c4)cc3s2)c1
11	11	Cc1noc(C)c1-c1ncc(C(=O)NCc2nc3ccccc3[nH]2)s1
-21	-19	CCCNc1nc(-c2cccc(C(C)=O)c2)nc2c1ncn2C1CCCCC1
-9	-20	CCCNc1nc(-c2cccc(N)c2)nc2c1ncn2C1CCCCC1
9	-31	CN1CCN(C(=O)c2ccc(-c3ccc(C(=O)NCCc4ccc(O)cc4)s3)cc2)CC1

# A draw from above in order of number of heavy atoms, descending:
ASK1 primary	ULK1 inh	canonical_smiles
-21	-19	CCCNc1nc(-c2cccc(C(C)=O)c2)nc2c1ncn2C1CCCCC1
-3	-2	Nc1nccc(-c2ccc3nc(C4COc5c(F)cccc5C4)[nH]c3c2)n1 (stereo unspecified)
-9	-20	CCCNc1nc(-c2cccc(N)c2)nc2c1ncn2C1CCCCC1

# (continued)
ASK1 primary	ULK1 inh	canonical_smiles
.	-5	Cc1nc(NC(C)c2ccccc2)cc(-c2ccncc2)n1 (stereo unspecified)
5	5	CN1CCN(C(=O)c2ccc(-c3cncc(C(=O)NCc4cccnc4)c3)cc2)CC1
.	8	Cc1c(Cl)cccc1N(CC(=O)NC(C)C)S(C)(=O)=O
-43	76*	O=C1c2ccccc2-c2n[nH]c3cccc1c23
11	8	COc1cc(Nc2cc(Nc3cnccn3)ncn2)cc(OC)c1OC
13	5	O=C(Nc1ccc(N2CCOCC2)cc1)c1ccnc(-c2cccs2)c1
10	7	CCCNc1nc(Nc2ccc(C(F)(F)F)cc2)nc2c1ncn2-c1ccsc1
4	8	CS(=O)(=O)c1cccc(CNc2ccnc(Nc3ccc(N4CCOCC4)cc3)c2)c1
14	-12	Oc1ccc(CCNc2nc(Nc3ccc(C(F)(F)F)cc3)nc3c2ncn3C2CCCCC2)cc1
1	-12	CCN(CC)C(=O)C1CCCN(c2cc(C(N)=O)c3ccccc3n2)C1 (stereo unspecified)
-15	7	CC(C)n1cnc2c(NCc3cccnc3)nc(Nc3nc4ccccc4n3C)nc21
5	3	Cc1nc(C)n(-c2ccc(Nc3nccc(-c4cc(F)cc(N5CCCC5)c4)n3)cc2)n1
.	4	C=CCn1c(NCCc2ccccc2)cc(=O)n(C)c1=O
20	17	N[C@H](Cc1cccc(F)c1)C(=O)Nc1cc(F)c(-c2cn[nH]c2)cc1N1CCC(O)CC1
-25	0	Cc1cnc(-c2ccc(C(=O)N3CCN(C)CC3)cc2)nc1NCCO
37*	1	Cc1cc(Nc2ccc3c(c2)OCO3)nc(N2CCN(Cc3ccc4c(c3)OCO4)CC2)n1
.	-17	CN(C)CCNc1cc(-c2ccccc2)nc(-c2ccccn2)n1
.	2	COc1cccc2cc(-c3csc(NC(=O)C4CC4)n3)oc12
.	5	COC(=O)c1ccc(/C=N/NC(=O)C(=O)N2CCCC2)cc1
-7	-1	Nc1nc(-c2csc3ccccc23)nc2c1ncn2C1CCCCC1
-4	-62	NC(=O)c1ccc(Nc2cc(-c3cccc(Nc4ccccc4)c3)ccn2)cc1
0	16	Cc1noc(C)c1-c1cc(C(=O)NCCOc2ccccc2)ccn1
.	7	CC(C)c1nnc(-c2cc3ccccc3n2CC(=O)NCc2ccc(F)cc2)o1
-8	-7	COc1cc(OC)cc(-c2nc(-c3cc(-c4ccncc4)c(C)[nH]c3=O)no2)c1
22	-16	COc1ccc(CCNc2cc(C)nc(Nc3ccc(-n4ccnc4)cc3)n2)cc1
.	4	CC(O)C(=O)Nc1c(I)c(C(=O)NC(CO)CO)c(I)c(C(=O)NC(CO)CO)c1I (stereo unspecified)
-8	6	O=C(NCCc1ccc(O)cc1)c1cnc(-c2cccs2)s1
-7	12	Cc1cc(NC2CC2)nc(Nc2nc3ccccc3n2C)n1
8	7	O=C(Nc1ccc(N2CCOCC2)cc1)c1ccc2nc(N3CCN(Cc4ccc5c(c4)OCO5)CC3)sc2c1
.	6	Fc1ccc(-c2cc(NC3CC3)nc(-c3ccccn3)n2)cc1
-23	5	COc1ccc2c(c1)CC(C(=O)Nc1ccc(-c3cn[nH]c3)cc1C(=O)NCc1ccccc1)CO2 (stereo unspecified)
4	51*	Cc1cnc(Nc2ccc3ncccc3c2)nc1NCCc1ccc(O)cc1
46*	-4	FC(F)(F)c1ccc(Cn2cnc3c(NCc4ccccc4)nc(Nc4ccccc4)nc32)cc1
-1	-48	NC(=O)c1ccc(-c2nc(NCCCN3CCCC3=O)c3ncn(Cc4ccc(C(F)(F)F)cc4)c3n2)cc1
.	-15	c1ccc2sc(-c3cnc(N4CCCCC4)nc3)cc2c1
.	-15	COc1ccc(-c2cccc(=O)n2Cc2ccc(F)cc2F)cc1

# Sorted by the number under ASK1 primary (lowest first): 3 of the compounds above.
ASK1 primary	ULK1 inh	canonical_smiles
-15	7	CC(C)n1cnc2c(NCc3cccnc3)nc(Nc3nc4ccccc4n3C)nc21
1	28	CC(=O)Nc1ccc(NC(=O)c2cccc(Nc3ccc4ncccc4c3)n2)cc1
5	3	Cc1nc(C)n(-c2ccc(Nc3nccc(-c4cc(F)cc(N5CCCC5)c4)n3)cc2)n1
